# Compound activity: PubChem BioAssay, NCI
# NCI-60 one-dose screen, 48 h, at 10 µM unless noted. Numbers give growth in % (100 = growth as untreated, 0 = no growth, -100 = all killed).
# NCI/ADR-RES: NCI/ADR-RES ovarian cells; 81,000 compounds, 4.4% hits
# OVCAR-4: OVCAR-4 ovarian cancer cells; 80,000 compounds, 3.7% hits; AID 1794784
# NCI-H23: NCI-H23 lung cancer; 80,000 compounds, 4% hits; AID 1794731
# SK-OV-3: SK-OV-3 ovarian cancer cells | 80,000 compounds, 3.2% hits
# NCI-H522: NCI-H522 lung cancer. 78,000 compounds, 8% hits
# OVCAR-5: OVCAR-5 ovarian cancer; 82,000 compounds, 2.9% hits
# OVCAR-8: OVCAR-8 ovarian cancer | 81,000 compounds, 4.4% hits
# OVCAR-3: OVCAR-3 ovarian cancer; 79,000 compounds, 7% hits; AID 1794787
# IGROV1: IGROV1 ovarian cancer | AID 1794786 | 79,000 compounds, 4.7% hits
# Starred values were filed as active, the others as inactive; . = not tested or not shown. How the source made its calls: active means growth percent below 10; inactive means the rest. Outcome played no part in choosing rows. Share with any hit: about 11%.
structure	NCI/ADR-RES	OVCAR-4	NCI-H23	SK-OV-3	NCI-H522	OVCAR-5	OVCAR-8	OVCAR-3	IGROV1
O=C(NCc1ccc(Cl)cc1Cl)C1CCC(=O)N1C(=O)NCc1ccc(Cl)c(Cl)c1 (centres undefined)	102.8	100.1	97.4	95.2	78.3	99.9	109.9	107.3	111.0
Cc1ccc(/C(=N\NC(N)=S)C2CC2)cc1	78.1	88.9	88.2	119.4	75.2	109.1	86.6	107.0	68.5
O=C(/C=C\c1cccc(Br)c1)c1ccc(Cl)cc1	107.5	104.0	103.2	113.2	92.2	96.5	106.5	113.4	96.3
CC(C)COCC(O)CCl (centres undefined)	117.2	106.7	104.3	91.7	93.1	102.5	107.0	114.0	102.2
Nc1ncnc2c1N=C1c3ccccc3CCC1C(c1ccc(Cl)cc1)N2 (centres undefined)	61.6	62.3	85.1	61.2	98.2	95.6	80.2	65.4	130.1
COc1ccc(CCNc2nc3c(c(=O)n(Cc4ccc(Br)cc4)c(=O)n3C)n2C)cc1OC	82.9	80.1	84.1	94.9	84.2	94.0	90.5	98.4	83.2
Cc1c(F)c(C)c(F)c(C)c1F	98.9	101.5	91.0	105.2	85.5	95.8	109.4	101.6	107.2
Cc1cccc2c1nc(N)c1c3ccccc3cn21	86.7	93.1	83.0	100.5	85.4	114.6	95.5	94.8	73.6
Cc1ccc2c(C)c(C)c(=O)n(C)c2c1	107.9	109.0	112.5	113.4	103.6	95.5	101.8	112.9	122.5
COc1cccc(Cn2c(-c3nonc3N)nc3ccccc32)c1	14.4	32.2	24.2	6.3*	-18.4*	37.5	21.4	-54.0*	28.1
O=C(Nc1ccccc1Cl)Oc1ccc(-c2ccccc2)cc1	101.1	103.1	93.5	120.5	103.5	98.9	102.7	149.5	108.0
CC(C)CC(C)NCCO (centres undefined)	104.4	106.4	102.4	100.5	95.0	107.5	97.7	111.1	138.5
N#Cc1c(-c2ccc(Cl)cc2)nc(SCC(=O)NCCc2ccc(S(N)(=O)=O)cc2)[nH]c1=O	103.7	116.7	.	96.8	98.5	95.1	97.1	108.8	98.2
Nc1ncn([C@@H]2O[C@H](CO)[C@@H](O)[C@H]2O)c(=O)n1	29.1	.	37.2	17.4	4.5*	56.8	22.4	22.7	.
C/C(=C(/c1ccccc1)c1ccc(OCCN)cc1)c1cccc(O)c1	107.6	104.4	.	129.0	101.0	102.7	101.2	104.9	105.5

# Sorted by heavy-atom count (ascending): some entries from above
structure	NCI/ADR-RES	OVCAR-4	NCI-H23	SK-OV-3	NCI-H522	OVCAR-5	OVCAR-8	OVCAR-3	IGROV1
Cc1c(F)c(C)c(F)c(C)c1F	98.9	101.5	91.0	105.2	85.5	95.8	109.4	101.6	107.2
Cc1ccc2c(C)c(C)c(=O)n(C)c2c1	107.9	109.0	112.5	113.4	103.6	95.5	101.8	112.9	122.5
Cc1cccc2c1nc(N)c1c3ccccc3cn21	86.7	93.1	83.0	100.5	85.4	114.6	95.5	94.8	73.6
COc1ccc(CCNc2nc3c(c(=O)n(Cc4ccc(Br)cc4)c(=O)n3C)n2C)cc1OC	82.9	80.1	84.1	94.9	84.2	94.0	90.5	98.4	83.2

# Next part.
structure	NCI/ADR-RES	OVCAR-4	NCI-H23	SK-OV-3	NCI-H522	OVCAR-5	OVCAR-8	OVCAR-3	IGROV1
CC1=NN(c2nc(-c3ccc(Cl)cc3)c(C#N)c(N3CCOCC3)n2)C(=O)C1	96.1	51.5	80.7	86.6	78.9	97.3	99.3	50.2	81.0
Fc1cnccc1-c1nc2ccc3[nH]ncc3c2c2c1CCCC2	32.3	48.9	31.9	-21.2*	18.8	45.2	30.2	30.4	12.1
CC#Cc1nc2ccccc2c(=O)[nH]1	55.0	18.4	80.6	112.1	52.6	76.4	42.0	4.2*	14.0
Cn1/c(=N/N=C(N)N)ccc2ccccc21	103.3	117.2	95.8	123.4	102.4	112.2	101.0	103.9	107.3
N#Cc1c(N=Cc2ccc(F)cc2)n[nH]c1Nc1ccccc1	111.0	118.0	116.7	110.1	120.2	103.0	116.9	94.4	110.0
CCOC(=O)C(Cc1c[nH]c2ccc([N+](=O)[O-])cc12)C(=O)OCC	111.0	95.4	103.7	102.2	89.3	97.2	98.2	118.1	97.7
COc1cccc(CNc2ccnc3[nH]c4ccc(C#N)cc4c23)c1	103.6	105.0	106.5	81.6	70.5	99.8	95.7	111.5	80.9
COc1ccc(Nc2nc(-c3cccc4ccccc34)nc3sc4c(c23)CCCCCC4)cc1	103.1	111.6	92.7	110.3	94.2	107.9	108.2	.	118.9
O=C(Nc1cccc(C(=O)N2CCc3ccc(Cl)cc32)c1)c1ccco1	24.2	70.5	62.4	82.6	17.8	70.7	51.5	18.2	31.1
CCOC(=O)c1ccc(N2C(=O)C(Cl)(c3ccccc3)C2c2ccco2)cc1 (centres undefined)	91.3	90.4	70.4	104.2	34.2	98.2	90.2	78.8	99.1
N#Cc1nc2ccccc2n1OCc1ccccc1	102.8	99.5	99.5	105.6	92.3	103.4	102.9	109.9	101.1
Cc1noc(NS(=O)(=O)c2ccc(Nc3nc(CC(=O)Nc4ccccc4)cs3)cc2)c1C	102.8	114.8	94.9	104.2	95.1	105.7	105.1	109.0	103.3
Cc1ccc(C(CS(=O)(=O)c2ccccc2)=Nc2ccc(S(N)(=O)=O)cc2)cc1	107.1	95.4	100.8	107.5	94.9	96.5	.	117.4	112.3
CC/C=C\C[C@H]1C/C=C2/C(=O)C(Cl)=C[C@@H]2C/C=C\CCCC(=O)O1	6.3*	-37.8*	-34.1*	-6.4*	-60.6*	-25.0*	3.6*	-96.1*	-41.7*
CCCCCCCCc1ccc(O)c(N)c1	100.7	89.0	86.2	98.8	78.5	112.2	90.8	99.2	100.5

# Following part
# Below each compound: NCI/ADR-RES | OVCAR-4 | NCI-H23 | SK-OV-3 | NCI-H522 | OVCAR-5 | OVCAR-8 | OVCAR-3 | IGROV1
O=S(=O)(O)c1cc(Cl)ccc1Cl
→ 98.9 | 100.9 | 97.5 | 112.1 | . | 99.0 | 120.1 | 108.8 | 114.4
O=[N+]([O-])c1ccc(NCCNc2ccc([N+](=O)[O-])cc2)cc1
→ 116.5 | 116.0 | 106.4 | 103.7 | . | 116.8 | 106.1 | 113.7 | 99.3
OC(CCN1CCCCC1)(c1ccccc1)c1ccccc1
→ 100.3 | 99.8 | 98.6 | 111.5 | 98.4 | . | 99.0 | 111.8 | 105.9
NS(=O)(=O)c1cc(C(=O)O)c(NCc2ccco2)cc1Cl
→ 110.0 | 114.0 | 106.6 | 108.1 | 102.1 | 101.0 | 107.8 | 114.9 | 97.0
CCOC(=O)c1ccc(NC2=C(Cl)C(=O)c3nc(C)ccc3C2=O)cc1
→ 45.9 | -62.7* | 52.0 | 94.4 | 24.1 | 91.5 | 68.4 | -18.8* | 7.9*
CCOc1ccc(NC(=S)n2c(=O)cc(C)c3ccc(O)cc32)cc1
→ 103.7 | 92.8 | 95.6 | 87.6 | 86.8 | 109.1 | 103.0 | 99.9 | 104.2
Cc1ccc(N=Cc2cc3ccccc3nc2N2C(=O)CC(=O)NC2=O)cc1
→ 98.8 | 96.9 | 97.5 | . | 86.4 | 94.5 | 98.5 | 100.1 | 102.0
Cn1c2ccc(Br)cc2c2c3c(c4c5ccccc5ccc4c21)C(=O)N(O)C3=O
→ 104.0 | . | 99.5 | . | 79.0 | 111.0 | 98.7 | 112.2 | 86.3
Clc1ccc(Cc2ccccn2)cc1
→ 101.4 | 104.3 | 97.1 | 101.3 | 76.4 | 102.5 | 97.6 | 108.9 | 97.1
Clc1cccc(Cl)c1C[n+]1ccccc1
→ 109.2 | 94.8 | 106.7 | 109.7 | 99.9 | 98.5 | 97.6 | 113.8 | 89.1
COc1cccc(C2c3c([nH]c(=S)[nH]c3=O)Nc3[nH]c(=S)[nH]c(=O)c32)c1O
→ 96.7 | 106.1 | 93.8 | 111.5 | 107.1 | 102.7 | 100.2 | 105.8 | 97.2
CCOC(=O)c1cc2c(n1Cc1ccc(OC)cc1)-c1[nH]c(=O)c(S(=O)(=O)c3ccccc3)cc1CCC2
→ 102.3 | 121.3 | 93.7 | 93.5 | 77.7 | 102.8 | 97.0 | 100.7 | 94.7
COc1ccc(Cn2c(NCCCN(C)C)nc(=O)n(Cc3ccc(F)cc3)c2=O)cc1
→ 109.2 | 93.1 | 103.3 | 86.3 | 95.0 | 108.6 | 98.9 | 87.0 | 84.7
O=S(O)c1cccs1
→ 110.6 | 116.3 | 99.8 | 113.5 | 97.2 | 111.3 | 106.8 | 119.0 | 114.0
O=C(CN1CCOCC1)Nc1ccc2oc(=O)ccc2c1
→ 102.5 | 107.7 | 100.5 | 102.0 | 100.7 | 116.0 | 96.2 | 109.8 | 104.6
O=c1c2cc(Nc3nc(-c4ccc5c(c4)OCO5)cs3)ccc2nc2n1CCC2
→ 101.0 | 104.8 | 120.7 | 137.0 | . | 98.8 | 94.2 | 115.2 | 110.7
c1ccc(-c2nn(-c3ccccc3)cc2-c2nc3ccccc3[nH]2)cc1
→ 92.4 | 79.4 | 83.1 | 99.1 | 83.5 | 100.6 | 88.5 | 100.9 | 101.1
CCn1c(=O)c2c(=O)c3c4c(oc3oc2c2ccccc21)C(=O)c1ccccc1C4=O
→ 45.8 | -99.5* | 66.8 | 102.1 | 65.5 | 117.8 | 10.2 | -16.3* | 68.3
O=C(Nc1ccc(Cn2nnc3c(F)cccc32)cc1)c1ccc([N+](=O)[O-])cc1
→ 36.9 | 49.9 | 46.3 | . | 60.1 | 91.3 | 57.1 | 76.4 | 79.6
CCN1CCC(C(=O)N(CC)CC)CC1
→ 94.7 | 111.6 | 93.6 | 99.8 | 95.3 | 106.0 | 102.0 | 109.7 | 101.3
C(=C\c1cccnc1)/c1ccncc1
→ 112.7 | 91.3 | 110.2 | 124.8 | 88.8 | 88.5 | 117.1 | 121.4 | 105.5
Nc1nccc(-c2c[nH]c3cc(Br)c(Br)cc23)n1
→ 89.9 | 97.1 | 94.3 | 85.8 | 80.7 | 140.7 | 100.0 | 94.4 | 93.5
COc1ccc(-c2csc(-c3cc(Cl)cc(Cl)c3Cl)n2)cc1
→ 97.1 | 85.2 | 91.4 | 90.5 | 81.8 | 109.5 | 29.7 | 104.8 | 58.3
COc1cc2c(cc1OC)C(c1ccc(N=Cc3ccc(Cl)c(Cl)c3)cc1)N(C(=S)Nc1cc(Cl)ccc1Cl)CC2 (centres undefined)
→ 79.1 | 85.5 | 94.0 | 104.2 | 67.8 | 82.9 | 103.1 | 90.0 | 37.5
CCCCCCCOc1c(OC)cc(C2CC(=O)Nc3c2c(C)nn3-c2nc3ccccc3[nH]2)cc1OC (centres undefined)
→ 13.7 | -11.8* | -2.8* | -51.3* | -40.7* | 10.0* | -19.4* | -67.1* | 2.6*
COc1cccc(Nc2ncc3c(n2)CCc2cnc(Nc4cccc(OC)c4)nc2-3)c1
→ 83.7 | 59.7 | 77.9 | 89.0 | 73.0 | 97.5 | 88.0 | 80.1 | 78.2
CCCCC1(CC)SCC(=O)NC1=O (centres undefined)
→ 105.7 | 118.5 | 102.3 | 102.4 | . | 105.4 | 111.3 | 128.8 | 111.3
C=C(C)[C@@H]1CC[C@]2(C=O)CC[C@]3(C)[C@H](CC[C@@H]4[C@@]5(C)C/C(=C/c6ccc(C(F)(F)F)cc6)C(=O)C(C)(C)[C@@H]5CC[C@]43C)[C@@H]12
→ 99.4 | 86.7 | 94.5 | 102.6 | 85.3 | 101.0 | 89.8 | 93.8 | 102.5
Cn1c(=O)c2[nH]c(=O)[nH]c2n(C)c1=O
→ 102.7 | 102.8 | 99.1 | 100.0 | 90.9 | 102.2 | 107.3 | 102.5 | 106.9
NS(=O)(=O)Oc1ccc(-c2ccc3sccc3c2)cc1
→ 95.3 | 97.3 | 94.2 | 107.9 | 87.1 | 88.8 | 102.3 | 106.0 | 101.2
Cc1cccc(C2CC(c3ccccc3Cl)=NN2c2ccc(-c3ccccc3)nn2)c1 (centres undefined)
→ 86.8 | 79.2 | 86.0 | 83.7 | 80.9 | 100.7 | 83.6 | 92.8 | 68.5
O=C(N/N=C\c1ccc(Cl)c(Cl)c1)c1ccncc1
→ 107.1 | . | 99.2 | 91.3 | 90.2 | 99.2 | 100.6 | 106.7 | 96.4
COc1cc2cc3c(nc2cc1OC)CCN3Cc1ccc(NC(=O)c2cccc(Cl)c2Cl)cc1
→ 95.7 | 95.3 | 97.9 | 98.8 | 93.8 | 103.2 | 98.0 | 100.6 | 108.6
Clc1cc(Cl)cc(Nc2ccc3cc(OCCCN4CCOCC4)ccc3n2)c1
→ 51.0 | 46.8 | 37.6 | 67.4 | -21.1* | 65.7 | 44.4 | 60.0 | 58.0
CCSC(c1ccccc1)(c1ccccc1)c1ccccc1
→ 94.8 | 94.2 | 94.0 | 93.6 | 90.9 | 96.6 | 105.8 | 101.6 | 98.0
O=C1NC(=C(Cl)Cl)/C(=N/S(=O)(=O)Nc2ccc(F)cc2)N1
→ . | 103.7 | . | . | 83.6 | 104.0 | 102.9 | 111.6 | 104.4
CCC1=CCC(=O)O1
→ 111.5 | 97.1 | 106.0 | 99.1 | 86.0 | 108.3 | 95.4 | 108.3 | 112.0
CC(C)CNC(=O)C(C)O (centres undefined)
→ 124.4 | 109.4 | 109.8 | 117.1 | 107.5 | 124.1 | 109.2 | 109.7 | 116.6
CCOC(=O)CCc1c(C(=O)OCC)[nH]c2cccc(C(=O)OCC)c12
→ 46.6 | 71.3 | 84.0 | 89.0 | 79.1 | 85.0 | 74.5 | 88.3 | .
COc1c(C)c2c(c(O)c1C/C=C(\C)CCC(=O)O)C(=O)OC2
→ 31.2 | 44.5 | 33.9 | 45.2 | 19.4 | . | 11.9 | 34.4 | 12.9
CCN1C(=O)C2(Nc3ccccc3S2)c2cc(C)ccc21 (centres undefined)
→ 101.2 | 95.9 | 110.7 | 100.1 | 86.8 | 91.8 | 97.8 | 108.3 | 98.2
COc1ccc(/C=C/Br)cc1
→ 104.4 | 110.4 | 97.4 | 112.5 | 66.0 | 106.3 | 109.3 | 100.0 | 103.6
